TGFb inhibitor: TGF-b pathway inhibition | HepG2 CAGA-GFP TGF-b/SMAD3 reporter, GFP fluorescence, 18 h; TGF-beta stimulated, 500 pg/mL final | Potency, µM (titrated, usually from 46.1 µM), for the others: at the top dose activity, negative = inhibition, most hits filed as inhibitors | hit rate 1.2% among 410,000; also: potency is read from the fitted curve at half-maximal effect; % is scaled to controls: 0 for no effect and ±100 for the full control effect; nearly all actives have a fitted effect of over 65% in size
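First, reporter cells (HEPG2 CAGA-GFP) rested 2 h at 37 degrees C. Next, compounds were pinned in and TGF-beta added to 500 pg/mL final. After 18 h, GFP was imaged per cell and summed per well.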
Akt phos inh: inhibitors of Akt phosphorylation; activity change, % for hits at 50 µM; Neuro2A IGF-stimulated pAkt S473 HTRF, 20 min; hits give low values; hit rate 0.32% among 360,000; in the data active = activity change below about -80%; inconclusive = mostly about -51% to -80%; also: % is scaled to controls: 0 for no effect and ±100 for the full control effect
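Single-point screen (50 µM final compound) in Neuro2A cells stimulated 20 min with 6 nM IGF at 37 deg C. After lysis, Ser473-phosphorylated Akt read by HTRF (ex 330 nm, em 615/665 nm) as the 665/615 ratio.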
Mm-Cpn inhibitor: inhibitors of Methanococcus maripaludis chaperonin (MmCpn); purified Mm-Cpn ATPase, ADP Transcreener TR-FRET; Potency, µM (highest dose often 76.9 µM), for inactives: at the top dose activity, negative = inhibition, actives largely listed as inhibitors; hit rate 0.031% among 330,000; AID 504842; also: potency is read from the fitted curve at half-maximal effect; % is scaled to controls: 0 for no effect and ±100 for the full control effect; nearly all actives have a fitted effect of over 80% in size
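Inhibition of chaperonin ATP hydrolysis is measured as reduced ADP production, detected by competitive TR-FRET in which signal falls with ADP. Final enzyme 25 nM and ATP 10 uM, reacted 30 min at 37°C.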
Nrf2 block: Nrf2 pathway inhibition; AID 504444; A549 ARE-Fluc reporter, luciferase luminescence, 18-24 h; Potency, µM (top dose mostly 46 µM), inactives show top-dose activity change, negative = inhibition, most hits filed as inhibitors; hit rate 2.1% among 360,000; also: potency is read from the fitted curve at half-maximal effect; % is scaled to controls: 0 for no effect and ±100 for the full control effect; nearly all actives have a fitted effect of over 60% in size
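Reporter: ARE-Fluc in A549. Exposure: 18-24 h, 37 °C, 5% CO2, 5% FBS OPTI-MEM. Readouts: fluorescent cytotoxicity (CellTiter-Fluor), then luminescent Nrf2 signal after BugLite.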
CCT chaperon mod: modulators of cytosolic chaperonin (CCT/TRiC) activity; purified chaperonin ATPase assay, HTRF ADP detection, 30 min; activity change, % (no concentration beside the values), hits read low; hit rate 0.3% among 360,000; AID 651819; in the data active = activity change below about -30%; also: % is scaled to controls: 0 for no effect and ±100 for the full control effect
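TRiC at 40 or 20 nM final (batch-dependent) in 30 mM Tris pH 7.4, 100 mM KCl, 5 mM MgCl2, 1 mM DTT, with compound at single 76 uM and 10 uM ATP, 30 min at 37 deg C. ADP detected by HTRF Transcreener, 665/615 ratio.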
Nrf2 activator: activates Nrf2 signaling; Potency, µM (titrated, usually from 46.1 µM), without a hit: at the highest dose activation, most hits filed as activators; AREc32 ARE-luciferase reporter (MCF7-derived line), luminescence, 24 h; hit rate 0.31% among 410,000; AID 624171; also: potency is read from the fitted curve at half-maximal effect; % of control where 0% means no effect; nearly all actives have a fitted effect of over 65% in size
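AREc32 cells carrying an ARE-driven firefly luciferase reporter were seeded at 1000 cells/well in OPTI-MEM with 5% FBS, then exposed to compound for 24 hr at 37 deg C. Luminescence was read with Steady-Glo after 30 min at RT.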
ATXN viability: cell viability loss in ATXN counter-screen; hit rate 0.49% among 400,000; S2 cells (HEK-293 line with an ATXN2-luciferase reporter) viability, CellTiter-Fluor protease fluorescence, 24 h; Potency, µM (series often up to 56.7 µM), hits mostly cytotoxic; also: potency is read from the fitted curve at half-maximal effect; nearly all actives have a fitted effect of over 40% in size
HepG2 tox: kills HepG2 cells in TGF-b inhibitor counter-screen | HepG2 CAGA-GFP viability, ATP luminescence, 18 h | Potency, µM (titrated, usually from 46.1 µM), for the others: at the top dose activity change, negative = cytotoxicity, hits mostly cytotoxic | hit rate 0.76% among 410,000 | AID 588856; also: potency is read from the fitted curve at half-maximal effect; some results filed as inactive show a strong effect at the top dose
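CellTiter-Glo luminescence gave cytotoxicity after 18 hours at 37 degrees C. The cells were HepG2 CAGA-GFP in 1% FBS DMEM, stimulated with 500 pg/mL TGF-beta after compound addition. %Activity was normalised to no-cell wells (complete cell-killing) and DMSO (no toxicity), and curves were fitted and classified.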
A549 viability: A549 cytotoxicity, counter-screen for Nrf2 inhibitors | A549 ARE-Fluc cells, CellTiter-Fluor viability, 18-24 h | Potency, µM (top dose mostly 46 µM), for the others: at the highest dose activity change, negative = cytotoxicity, hits mostly inhibitors | hit rate 0.16% among 390,000 | AID 504648; also: potency is read from the fitted curve at half-maximal effect; % is scaled to controls: 0 for no effect and ±100 for the full control effect
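Cytotoxicity counterscreen: CellTiter-Fluor fluorescence was measured in A549 ARE_Fluc cells after 18-24 h of compound exposure in a concentration series. The subsequent BugLite luminescent read reports ARE-luciferase activity.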
* = called active by the depositor; i = inactive; ? = inconclusive; · = no result given; & = joins results of further samples; [ ] = dose if it differs, or a comment. Unless noted, calls follow the shape of the dose curve; as a rule, active = well fitted curve in the direction sought with a large enough effect; inconclusive = small, poorly fitted or top-dose-only effect, or another doubt; inactive = no such curve, though single readings can be large; an effect the other way counts as inactive or inconclusive.

SMILES	TGFb inhibitor	Akt phos inh	Mm-Cpn inhibitor	Nrf2 block	CCT chaperon mod	Nrf2 activator	ATXN viability	HepG2 tox	A549 viability
Cc1ccc(-c2cc3c(n2-c2ccc(F)cc2)CC(C)(C)CC3=O)cc1	-32%	·	·	10%	·	0.4%	i	-24%	-3%
NS(=O)(=O)c1ccc(NC(=S)NCCc2ccccc2)cc1	-29%	i	2%	9%	-4.6	-0.7%	i	18%	8%
COc1ccc(-n2cc(-c3ccc(C)cc3)[n+]3c2SCC3)cc1	-18%	i	-1%	9.2µM*	1.0	2.3%	i	-30%	?
Cc1ccc(C)c(NC(=O)C(C)N(c2ccccc2)S(C)(=O)=O)c1 (stereo unspecified)	17%	·	·	15%	·	-0.4%	i	4%	3%
Cc1nonc1NC(=O)CSc1nnc(N)s1	7%	i	3%	-18%	-0.8	-1.4%	i	-9%	-16%
O=C(CCCc1ccccc1)Nc1ccc(S(=O)(=O)N2CCOCC2)cc1	18%	i	-1%	-9%	-0.4	0.4%	i	13%	2%
COc1ccc(NC(=O)C2CCCO2)cc1 (stereo unspecified)	-5%	i	0%	?	-1.0	0.7%	i	11%	2%
Cc1nc(-c2ccc(Cl)cc2)sc1C(=O)CBr	?	i	-6%	13%	-0.9	8.0%	i	-40%	0%
CC(=O)c1ccc(S(=O)(=O)N2CCC(c3nc4ccccc4[nH]3)CC2)cc1	-4%	i	-10%	-7%	-0.6	2.7%	i	-5%	1%
Cc1c(NS(=O)(=O)c2ccc3c(c2)CCN3C(=O)C2CC2)c(=O)n(-c2ccccc2)n1C	-12%	i	2%	1%	-0.4	-0.3%	i	9%	1%
COc1ccc(OCCCC(=O)Nc2nc(-c3ccccn3)cs2)cc1	-22%	i	-8%	?	-3.9	0.7%	i	-1%	-4%
CCc1noc(C)c1C(=O)N(C)CC(=O)Nc1ccc(Cl)c(Cl)c1	?	i	0%	-7%	-0.8	-0.3%	i	-26%	-2%
COc1cc(C(=O)NCc2ccccc2Cl)ccc1OCC(=O)N1CCOCC1	4%	i	·	-25%	2.2	0.4%	i	3%	0%
CN(CCOc1ccccc1)C(=O)C1CCC(=O)N(CCCN2CCOCC2)C1 (stereo unspecified)	-7%	i	-1%	2%	1.0	-0.1%	i	-5%	-3%
CC1CCN(CC(O)CN2c3ccccc3Sc3ccccc32)CC1 (stereo unspecified)	24%	i	0%	-6%	-0.6	1.8%	i	11%	1%
Cc1ccccc1NS(=O)(=O)c1ccc2[nH]cc(C(=O)NC(C)c3ccccc3)c(=O)c2c1 (stereo unspecified)	?	·	·	·	·	-2.0%	·	-66%	-1%
Cc1ccc(Sc2ccc(N3CCCC(C(=O)Nc4ccc(F)cc4)C3)nn2)cc1 (stereo unspecified)	?	·	·	?	·	0.0%	?	-5%	-5%
Cc1ccc(-n2nc(C)c3c(C(=O)OCC(=O)N(C)C4CCS(=O)(=O)C4)cc(-c4ccccc4)nc32)cc1 (stereo unspecified)	-4%	i	0%	-2%	-2.1	0.0%	·	9%	-10%
O=C(CSc1nnc(-c2ccccc2)c(-c2ccccc2)n1)NCCc1ccccc1	-3%	·	·	·	·	0.8%	i	-1%	-15%
CC(=O)Nc1ccc(SCC(=O)NCC2(N3CCCCC3)CCCCC2)cc1	8%	i	-1%	6%	2.9	0.0%	i	-4%	3%
COc1ccc(-c2ccc(S(=O)(=O)n3nc(OC(=O)c4cccs4)cc3N)cc2)cc1	27%	i	·	9%	0.2	4.1%	?	-19%	2%
Cc1ccc(S(=O)(=O)N(C)c2ccc(OC(=O)c3ccc(=O)[nH]c3)cc2)cc1	6%	i	-2%	2%	-2.3	0.1%	i	4%	14%
CC1CC(C)CN(S(=O)(=O)N2CCC(C(=O)NCc3ccco3)CC2)C1 (stereo unspecified)	2%	i	2%	2%	-3.8	-1.1%	i	1%	0%
COc1ccccc1-c1cc2nc(NCCc3ccncc3)ccn2n1	6%	i	·	·	-5.4	-0.6%[9.22 µM]	i	-24%	·
CN1C(=S)SC(/[N+]([O-])=C\c2ccccc2F)C1(C)C (stereo unspecified)	-10%	i	1%	-23%	-4.2	-0.6%	i	-1%	11%
Other records:
SMILES	TGFb inhibitor	Akt phos inh	Mm-Cpn inhibitor	Nrf2 block	CCT chaperon mod	Nrf2 activator	ATXN viability	HepG2 tox	A549 viability
O=C(Nc1ccccc1Oc1cccnc1)C1CCCN(Cc2ccc(F)cc2)C1 (stereo unspecified)	-28%	i	0%	-3%	-1.3	2.4%	i	-18%	0%
O=C(CSc1nc(=O)n(CCN2CCOCC2)c2c1CCC2)Nc1cccc(Cl)c1	-23%	·	·	·	·	0.6%	·	-38%	1%
COc1ccc(/C(=N\O)c2nccc3cc(OC)c(OC)cc23)cc1OC	1%	i	1%	11%	0.6	0.0%	?	-4%	1%
O=S(=O)(NCCOCC(F)(F)C(F)F)c1ccc2oc3ccccc3c2c1	?	i	-3%	?	-13	3.2%	i	-30%	-15%
Cc1csc(NC(=O)c2ccc(Cn3nc(C)c(Br)c3C)o2)n1	?	i	1%	18µM*	-2.3	0.8%	i	-5%	-16%
COc1ccccc1CNC(=O)C1CCN(C(=O)c2sccc2-n2cccc2)CC1	-1%	i	1%	-2%&15%	-0.4	-0.2%&0.7%	i	-1%&0%	-2%&-3%
Cn1c(CN2CCCC2)nc2cc(NC(=O)c3ccco3)ccc21	0%	i	0%	5%	0.0	3.7%	i	2%	4%
COc1cc2[nH]c(=S)n(C3CCN(Cc4ccccc4)CC3)c(=O)c2cc1OC	-7%	i	-3%	2%	2.3	0.2%	i	-4%	-2%
CCOc1ccc(OCCC(=O)N(CC)CC(=O)Nc2c(F)cccc2F)cc1	?	i	0%	-19%	-1.7	-0.4%	?	-3%	-3%
CCCCNc1c(-c2ccc(-c3cccc(Cl)c3)cc2)nc2ccccn12	?	i	-10%	0%	0.1	4.0%	i	-21%	-9%
COc1ccc(C(=O)Oc2ccc(Br)cc2C(=S)N2CCOCC2)cc1	-17%	i	0%	-3%	-1.0	2.3%	i	-34%	4%
CC(C)C(NS(=O)(=O)c1cccc(C(F)(F)F)c1)C(=O)NCc1cccs1 (stereo unspecified)	-10%	i	-3%	7%	0.9	-0.9%	?	-2%	-1%
COc1cccc(C2C3=C(CC(C)(C)CC3=O)Nc3cc4c(cc32)OCO4)c1 (stereo unspecified)	18%	i	-4%	?	-4.2	0.0%	?	5%	-11%
COc1ccc(NC(=O)CCN2C(=O)c3ccccc3C2=O)c(OC)c1	0%	i	0%	5%	-3.7	0.0%	i	10%	5%
COc1cc2ccccc2cc1C(=O)NCCCN1CCOCC1	?	i	1%	14%	-0.5	0.7%	?	-3%	-1%
C/C(=N\NC(=S)Nc1c(C)cccc1C)c1cc2ccccc2o1	?	i	3%	?	-0.1	6.7%	i	-7%	1%
CC(C)C(C(=O)NC1CCCC1)N(CC1CCCO1)C(=O)CNS(=O)(=O)c1ccc(F)cc1 (stereo unspecified)	-22%	i	-2%	-6%	-6.7	-1.0%	?	-2%	-7%
O=S1(=O)CC(N2CCCC2)CN1Cc1cn(Cc2cccc(C(F)(F)F)c2)nn1 (stereo unspecified)	·	i	·	·	-0.8	-0.4%	?	·	·
Cc1ccc(S(=O)(=O)N2CCOCC2)cc1-c1n[nH]c(=S)n1-c1ccccc1	4%	i	-3%	10%	-0.5	-0.9%	i	0%	-9%
CCOC(=O)c1c(NC(=O)/C=C/c2ccc(OC)c(OC)c2)sc(C(C)=O)c1C	-7%	·	·	2%	·	-0.1%	·	-19%	4%
Nc1ccc2nc(-c3ccc(-c4nc5ccc(N)cc5[nH]4)cc3)[nH]c2c1	4%	i	-17%	-2%	-5.6	-0.6%	·	-1%	-13%
COc1ccc(-c2ccc(CCC(=O)O)n2CC2CCCO2)cc1 (stereo unspecified)	-1%	i	-2%	-10%	2.1	0.3%	i	10%	-5%
CC(C)(C)OC(=O)C[C@@H]1C/C=C\C[C@@H](CC(=O)N[C@H](CO)Cc2ccccc2)C(=O)NCCOC1=O	-7%	i	2%	11%	-2.8	0.4%	i	-5%	1%
CN1C(=O)C2(OCC(C)([N+](=O)[O-])CO2)c2ccccc21 (stereo unspecified)	22%	i	-1%	-19%	0.1	-0.2%	i	-8%	0%
S=c1[nH]nc(-c2ccccc2)n1/N=C/c1cccs1	1%	i	2%	-6%	-3.8	?	i	6%	-2%
N#Cc1ccccc1S(=O)(=O)N1CCNS(=O)(=O)c2ccccc21	1%	i	-8%	4%	0.3	-1.4%	i	5%	1%
Cc1cc(NC(=O)CSc2ccc(-c3ccccc3)nn2)no1	2%	i	1%	-3%	-3.0	0.5%	i	-19%	0%
CCOC(=O)c1c(NC(=O)COC(=O)c2ccc(O)cc2)sc(C(=O)NC)c1C	-17%	i	·	?	-0.8	-0.5%	i	-3%	-3%

In a second layout: results already given.
canonical_smiles | TGFb inhibitor | Akt phos inh | Mm-Cpn inhibitor | Nrf2 block | CCT chaperon mod | Nrf2 activator | ATXN viability | HepG2 tox | A549 viability
O=C(CSc1nnc(-c2ccccc2)c(-c2ccccc2)n1)NCCc1ccccc1 | -3% | · | · | · | · | 0.8% | i | -1% | -15%
CC(=O)Nc1ccc(SCC(=O)NCC2(N3CCCCC3)CCCCC2)cc1 | 8% | i | -1% | 6% | 2.9 | 0.0% | i | -4% | 3%
COc1ccc(-c2ccc(S(=O)(=O)n3nc(OC(=O)c4cccs4)cc3N)cc2)cc1 | 27% | i | · | 9% | 0.2 | 4.1% | ? | -19% | 2%
Cc1ccc(S(=O)(=O)N(C)c2ccc(OC(=O)c3ccc(=O)[nH]c3)cc2)cc1 | 6% | i | -2% | 2% | -2.3 | 0.1% | i | 4% | 14%
